# Assay outcomes (PubChem)
# Pol iota inh = inhibitors of human DNA polymerase iota; Potency, µM (doses to about 115 µM), without a hit: at the highest dose activity, negative = inhibition, hits mostly inhibitors; AID 588590; Pol iota fluorescent replication assay, 10 min; Q9UNA4; 1% of 390,000 active
#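 Fluorescent replication assay read twice, at 0 min and 10 min after adding 50 nM (final) substrate. Enzyme (10 nM) and compounds were first incubated 15 min at room temperature; enzyme-free buffer wells were negative controls.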
# G9a inh = G9a (human) methyltransferase inhibition; Q96KQ7; G9a H3K9 monomethylation, AlphaScreen, 2 h; Potency, µM (series often up to 102 µM), without a hit: top-dose activity, negative = inhibition, actives largely listed as inhibitors; 8.8% of 350,000 active; note: % is set by controls: 0 for no effect and ±100 for the full control effect; nearly all actives have a fitted effect of over 75% in size
#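 Readings reflect AlphaScreen signal from monomethyl-H3K9 antibody detection. HMT at 20 nM; substrate b-H3K9 500 nM; cofactor SAM 20 uM; 2 h RT reaction; compounds tested as titrations in qHTS with 15 min preincubation.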
# APE1 inh = inhibitors of human APE1 endonuclease; P27695; 0.35% of 350,000 active; recombinant APE1, TAMRA/BHQ-2 abasic DNA cleavage fluorescence; Potency, µM (top dose mostly 65.8 µM), inactives show at the top dose activity change, negative = inhibition, hits mostly inhibitors;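 note: plate controls were vehicle for no effect and reference inhibitor for full effect; nearly all actives have a fitted effect of over 55% in size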
#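 Substrate: short duplex with […] THF abasic site, 5'-TAMRA and 3'-BHQ-2, 50 nM final. APE1 at 0.75 nM, preincubated 15 min RT with compound. Fluorescence increase from first to third read measured activity.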
# BLM helicase inh = inhibitors of human Bloom syndrome helicase BLM. P54132. recombinant BLM DNA unwinding, fluorescence dequenching. Potency, µM (series often up to 56.1 µM), for the others: at the highest dose activity change, negative = inhibition, usual class: inhibitors. 0.2% of 350,000 active. AID 2528;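 note: plate controls were vehicle for no effect and no enzyme for full effect; nearly all actives have a fitted effect of over 35% in size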
# BAZ2B inh = blocks human BAZ2B; 4.4% of 360,000 active; Q9UIF8; AlphaScreen BAZ2B-H3K14Ac peptide displacement; Potency, µM (series often up to 114 µM), for inactives: at the highest dose activity change, negative = inhibition, hits mostly inhibitors; note: % is set by controls: 0 for no effect and ±100 for the full control effect; nearly all actives have a fitted effect of over 60% in size
#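 Complex of BAZ2B and biotin-H3K14Ac (50 nM apiece) forms over 30 min at RT, then faces library compounds up to 110 uM for another 30 min; AlphaScreen beads added, 20 min dark incubation, luminescence read.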
# Pol beta inh = blocks human DNA polymerase beta activity. P06746. 1.3% of 340,000 active. AID 485314. Potency, µM (series often up to 114 µM), inactives show at the highest dose activity change, negative = inhibition, actives largely listed as inhibitors. Pol beta primer extension/strand displacement, fluorescence kinetic; note: % is set by controls: 0 for no effect and ±100 for the full control effect
#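 Enzyme-only controls used 10 nM Pol beta; buffer lacking enzyme served as negative control. Compound preincubated 15 min, then 50 nM substrate added; 0 and 10 min reads at room temperature.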
# POLK inh = blocks human DNA polymerase kappa activity. Q9UBT6. 0.53% of 400,000 active. purified Pol kappa, fluorescent DNA synthesis assay, 10 min. AID 588579. Potency, µM (doses to about 107 µM), without a hit: at the highest dose activity, negative = inhibition, usual class: inhibitors; note: % is set by controls: 0 for no effect and ±100 for the full control effect
#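 Kinetic fluorescence screen: compound preincubated 15 min RT with 10 nM enzyme; 50 nM substrate (final) initiates; reads at 0/10 min.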
# Anesthetic bind = candidate novel general anesthetic via apoferritin binding; P02791; apoferritin/1-aminoanthracene competitive binding, fluorescence; Potency, µM (highest dose often 77.5 µM), without a hit: at the highest dose activity change, negative = displacement, actives largely listed as inhibitors; 0.074% of 350,000 active; note: % is set by controls: 0 for no effect and ±100 for the full control effect; nearly all actives have a fitted effect of over 20% in size
#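 Horse-spleen apoferritin (10 uM) in 50% saturated 1-aminoanthracene in PBS was incubated 10 min at room temperature with compound. Fluorescence (ex 380, em 535 nm) was normalized to free and bound 1-AMA, with concentration-response fitted by a four-parameter Hill equation.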
# POLH inh = DNA polymerase eta (human) inhibition | Potency, µM (titrated, usually from 114 µM), inactives show at the highest dose activity change, negative = inhibition, usual class: inhibitors | recombinant Pol eta, fluorescent DNA replication assay | Q9Y253 | 1.2% of 390,000 active; note: % is set by controls: 0 for no effect and ±100 for the full control effect
#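 Pol eta at 10 nM preincubated with compounds 15 min at room temperature; reaction started with fluorescent substrate (50 nM final) and read kinetically at 0 and 10 min.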
# An asterisk follows results filed as active; u = inconclusive; x = not tested or not shown; [ ] = dose if it differs, or a comment. Calls come from the whole dose curve; as a rule, active = well fitted curve in the direction sought with a large enough effect; inconclusive = small, poorly fitted or top-dose-only effect, or another doubt; inactive = no such curve, though single readings can be large; an effect the other way counts as inactive or inconclusive. Potency is the fitted concentration of half-maximal effect. The list is partial (hit frequency here may not be typical).
[1] CC(C)C(=O)Nc1ccc(C(=O)NNC(=S)NC(=O)c2ccccc2[N+](=O)[O-])cc1
[2] O=C(N/N=C/c1ccccn1)c1cc(-c2ccc(Cl)s2)[nH]n1
[3] O=C(COc1cc(Cl)c(Cl)cc1Cl)Nc1cccc(O)c1
[4] O=[N+]([O-])c1ccc(C[n+]2ccc(Cc3ccccc3)cc2)cc1
[5] O=C1CC2C(=O)NCCN2C(=NC(=O)c2ccccc2)N1 (centres undefined)
[6] COc1ccc(NC(=O)CN2CCN(c3c(C)cc(C)cc3C)CC2)cc1
[7] Cc1nnc(N2CCC(C(=O)NC3CCCCC3)CC2)c2nn(-c3ccc(Cl)cc3)c(C)c12
[8] C[C@H](CO)N1C[C@H](C)[C@@H](CN(C)C(=O)NC2CCCCC2)Oc2ccc(NC(=O)CCC(F)(F)F)cc2C1=O

entry no.,1,2,3,4,5,6,7,8
Pol iota inh,8%,27%,u,u,196%[activator],3%,37%[activator],21%
G9a inh,32%[12.7 µM],19%,19%,13µM*,x,-9%,-5%[59 µM],x
APE1 inh,1%,0%,2%,8%,29%,16%,x,-6%
BLM helicase inh,-7%,-23%,-4%,2%,0%,-17%,-6%,x
BAZ2B inh,14%,1%,-6%,-27%,8%,-22%,-6%,x
Pol beta inh,-2%,35µM*,10%,0%,21%,-24%,3%,x
POLK inh,-6%,-7%,2%,-10%,-6%,-11%,-20%,-26%
Anesthetic bind,-7%,-8%,82%[activator],-16%,-8%,5%,2%,x
POLH inh,2%,-11%,-6%,-19%,-9%,-9%,-6%,-11%

[9] COc1ccccc1N1CCN(CC(=O)Nc2ccc(S(=O)(=O)N3CCCCCC3)cc2)CC1
[10] COc1ccccc1NC(=O)/C(=N/OCc1ccc(F)cc1)C(C)=O
[11] CC(C)CCOc1ccc(NC(=O)C2OC3OC(C)(C)OC3C3OC(C)(C)OC23)cc1 (centres undefined)
[12] COc1ccc2oc(=O)c(C(=O)N3c4ccccc4CC3C)cc2c1 (centres undefined)
[13] Cc1ccccc1C(=O)Nc1ccc(N(C)C)c2ccccc12
[14] Cc1ccc(C(=O)NCCc2c[nH]c3ccccc23)c(C)c1
[15] O=C(Cc1ccccc1F)OCC(=O)N1CCc2ccccc21
[16] O=C(CN(C(=O)CCC(=O)Nc1nccs1)c1ccc(F)cc1)NCc1ccccc1

entry no.,9,10,11,12,13,14,15,16
Pol iota inh,23%,-8%,2%,17%,26%,u,48%[activator],51%[activator]
G9a inh,5%[2.33 µM],9%,-14%[12.7 µM],3%[59 µM],20%[0.501 µM],-44%,17%,u
APE1 inh,39%,11%,13%,0%,11%,-12%,-7%,16%
BLM helicase inh,x,-4%,-2%,-1%,-5%,-13%,-2%,-2%
BAZ2B inh,-7%,-3%,4%[57.1 µM],-6%,-38%,50µM*,-1%,-13%
Pol beta inh,x,44%,29%,u,0%,19%,9%,20%
POLK inh,-11%,-7%,-1%,-19%,10%,-5%,-5%,-22%
Anesthetic bind,x,-13%,-7%,-18%,-23%,-5%,-23%,-14%
POLH inh,-23%,7%,-7%,0%,-10%,-8%,-10%,-14%

[17] O=C(CN1CCOCC1)Nc1cccc(C(=O)Nc2cccc(C(F)(F)F)c2)c1
[18] COc1ccc(N(CC(=O)NC2CCCC2)C(=O)Cn2nnc(-c3ccc(C)o3)n2)cc1
[19] CN(C)C(=O)c1cnc(Sc2ncc(C(F)(F)F)cc2Cl)n1C
[20] COc1cc(C)cc2oc(=O)c(CC(=O)NCc3cccc(Cl)c3)c(C)c12
[21] O=C(COC(=O)c1ccc2c(c1)OCCO2)NCc1ccccc1Cl
[22] CCCn1c(SCC(=O)N(C)CC(=O)Nc2ccc(Cl)cc2)n[nH]c1=O
[23] CCCOc1ccc(-c2nnn(CC(=O)N3CCCCC3)n2)cc1
[24] COc1ccc(C(=O)Nc2scc(-c3ccc(Cl)cc3Cl)c2C(N)=O)cc1

entry no.,17,18,19,20,21,22,23,24
Pol iota inh,11%,102%[activator],4%,6%,5%,-8%,36%[activator],u
G9a inh,-24%,3%,56µM*,4%[59 µM],x,20%[2.33 µM],32%[12.7 µM],37%[12.7 µM]
APE1 inh,-7%,56%[activator],-2%,x,7%,6%,1%,15%
BLM helicase inh,-5%,-3%,2%,2%,x,x,-5%,-10%
BAZ2B inh,13%,-15%,16%,-11%,x,5%,-10%,-3%
Pol beta inh,3%,26%,18%,2%,x,x,0%,37%
POLK inh,-2%,-11%,1%,12%,-27%,0%,13%,1%
Anesthetic bind,-1%,-11%,-10%,-14%,x,x,-11%,-2%
POLH inh,2%,-15%,-14%,-16%,-19%,-15%,-11%,-13%

[25] CCN1C(=O)c2cccc3c(NC(=O)c4ccccc4)ccc1c23
[26] Oc1[nH]c2ccccc2c1C=NCC1CCCO1 (centres undefined)
[27] Cc1ccccc1OC(C)C(=O)N1CCN(c2ccccn2)CC1 (centres undefined)
[28] O=S(=O)(c1ccccc1)c1ccccc1/C=N\O
[29] Cc1ccc(NC(=O)CC2SC(=O)NC2=O)cc1 (centres undefined)
[30] COCCCNCC(=O)Nc1sc(C)c(C)c1C(=O)OC
[31] CCN(CC)CCCNc1ccc(-c2nnc(-c3ccc(OCC(C)C)cc3)o2)cn1
[32] Cc1ccc(SCCCCN2CCNCC2)cc1

entry no.,25,26,27,28,29,30,31,32
Pol iota inh,-9%,21%,-12%,4%,130%[activator],9%,0%,-13%
G9a inh,-2%[59 µM],25%[59 µM],21%,u,u,1µM*,u,8.9µM*
APE1 inh,-5%,-6%,17%,0%,u,-10%,33%,19%
BLM helicase inh,3%,-3%,2%,7%,0%,-5%,2%,4%
BAZ2B inh,-2%,12%,-12%,-29%,-22%,50µM*,u,40µM*
Pol beta inh,8%,15%,11%,9%,18%,-21%,31%,1%
POLK inh,-3%,-4%,2%,-9%,-9%,8%,-2%,9%
Anesthetic bind,5%,-4%,-6%,u,0%,-8%,-16%,4%
POLH inh,-12%,-15%,-5%,-8%,-12%,-11%,-6%,0%

# 3 structures out of the list, ordered by SMILES length, high to low:
[31] CCN(CC)CCCNc1ccc(-c2nnc(-c3ccc(OCC(C)C)cc3)o2)cn1
[25] CCN1C(=O)c2cccc3c(NC(=O)c4ccccc4)ccc1c23
[27] Cc1ccccc1OC(C)C(=O)N1CCN(c2ccccn2)CC1 (centres undefined)

entry no.,31,25,27
Pol iota inh,0%,-9%,-12%
G9a inh,u,-2%[59 µM],21%
APE1 inh,33%,-5%,17%
BLM helicase inh,2%,3%,2%
BAZ2B inh,u,-2%,-12%
Pol beta inh,31%,8%,11%
POLK inh,-2%,-3%,2%
Anesthetic bind,-16%,5%,-6%
POLH inh,-6%,-12%,-5%

# (listing goes on)
[33] Cc1cc(SCNC(=O)c2ccccc2)ncn1
[34] CC(C)c1ccc(-c2noc(C3CCCN(C(=O)c4ccc(F)cc4F)C3)n2)cc1 (centres undefined)
[35] CCCN(C(=O)CN1C(=O)NC2(CCCCCC2)C1=O)C1CCS(=O)(=O)C1 (centres undefined)
[36] CCN=C1Sc2nc3ccc(OCC)cc3cc2CN1CCOC
[37] CCOC(=O)c1ccc2c(c1)sc(=NC(=O)c1ccco1)n2CCOC
[38] CC(NC(=O)CSc1n[nH]c(N)n1)c1ccccc1 (centres undefined)
[39] Cc1cccc(NC(=O)c2cccc(NC3=NC4CS(=O)(=O)CC4S3)c2)c1 (centres undefined)
[40] Cc1nn(-c2ccccc2)c(Cl)c1/C=C1\SC(=S)NC1=O

entry no.,33,34,35,36,37,38,39,40
Pol iota inh,0%,-19%[58.9 µM],19%,13%,22%,36%[activator],u,-22%
G9a inh,u,-5%[12.7 µM],0%,-29%[59 µM],17%,17%,x,u
APE1 inh,2%,-7%,5%,-3%,2%,5%,10%,-6%
BLM helicase inh,-1%,-19%,1%,-1%,-4%,-2%,-1%,-7%
BAZ2B inh,-39%,0%,0%,-4%,13%,6%,12%,u
Pol beta inh,40%,-1%,45%,3%,4%,-2%,-2%,7%
POLK inh,3%[60.1 µM],-18%,-11%,-15%,-2%,-8%,-12%,-2%
Anesthetic bind,4%,4%,-2%,-17%,-6%,-2%,-12%,u
POLH inh,-2%,-19%,-4%,3%,u,-16%,-1%,u

# In the list so far, nine have a Cl atom.
[2] O=C(N/N=C/c1ccccn1)c1cc(-c2ccc(Cl)s2)[nH]n1
[3] O=C(COc1cc(Cl)c(Cl)cc1Cl)Nc1cccc(O)c1
[7] Cc1nnc(N2CCC(C(=O)NC3CCCCC3)CC2)c2nn(-c3ccc(Cl)cc3)c(C)c12
[19] CN(C)C(=O)c1cnc(Sc2ncc(C(F)(F)F)cc2Cl)n1C
[20] COc1cc(C)cc2oc(=O)c(CC(=O)NCc3cccc(Cl)c3)c(C)c12
[21] O=C(COC(=O)c1ccc2c(c1)OCCO2)NCc1ccccc1Cl
[22] CCCn1c(SCC(=O)N(C)CC(=O)Nc2ccc(Cl)cc2)n[nH]c1=O
[24] COc1ccc(C(=O)Nc2scc(-c3ccc(Cl)cc3Cl)c2C(N)=O)cc1
[40] Cc1nn(-c2ccccc2)c(Cl)c1/C=C1\SC(=S)NC1=O

entry no.,2,3,7,19,20,21,22,24,40
Pol iota inh,27%,u,37%[activator],4%,6%,5%,-8%,u,-22%
G9a inh,19%,19%,-5%[59 µM],56µM*,4%[59 µM],x,20%[2.33 µM],37%[12.7 µM],u
APE1 inh,0%,2%,x,-2%,x,7%,6%,15%,-6%
BLM helicase inh,-23%,-4%,-6%,2%,2%,x,x,-10%,-7%
BAZ2B inh,1%,-6%,-6%,16%,-11%,x,5%,-3%,u
Pol beta inh,35µM*,10%,3%,18%,2%,x,x,37%,7%
POLK inh,-7%,2%,-20%,1%,12%,-27%,0%,1%,-2%
Anesthetic bind,-8%,82%[activator],2%,-10%,-14%,x,x,-2%,u
POLH inh,-11%,-6%,-6%,-14%,-16%,-19%,-15%,-13%,u
